Assay outcomes from PubChem BioAssay.
TPT1 inh: Candida albicans TPT1 enzyme inhibitors, primary screen, biochemical, fluorescence polarization. tRNA 2'-phosphotransferase TPT1 (Candida albicans SC5314). inhibition, % at 5 µM. recombinant caTPT1, FP RNA substrate dephosphorylation. 300,000 tested, 0.81% active;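 active means inhibition above the mean of all tested compounds plus 3 SD, set per screening campaign, cut at about 24% in these data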;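 further: plate controls were DMSO alone for no effect and ferristatin control at 100 nM for full effect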
CTSL1 counter: Fasciola hepatica cathepsin L1 inhibitors, primary screen, counter-screen for PFM18AAP inhibitor project, biochemical, QFRET, fluorogenic peptide substrate; inhibition, % at 5.96 µM; 300,000 tested, 0.49% active; recombinant F. hepatica cathepsin L1, Z-Leu-Arg-MCA fluorescence; AID 1906, 2009;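 active means inhibition above the mean of all tested compounds plus 3 SD, set per screening campaign, cut at about 17% in these data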;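 further: 0% = plate median of test compound wells and 100% = 1 µM Z-Phe-Ala-diazomethylketone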
proCasp7 act: procaspase-7 activators, primary screen, counter-screen for procaspase-3 activator project, biochemical, absorbance, HTS, human. Caspase-7 (Homo sapiens), P55210. recombinant procaspase-7, Ac-DEVD-pNA absorbance 405 nm; D23A/D198A/D206A triple mutant, cannot self-cleave; scale: DMSO 0, 5 µM enzyme 100. activation, % at 8.5 µM. 330,000 tested, 0.093% active;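 active means percent activation above the screen-wide mean plus 3 SD, cut at about 25% in these data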
Target sequence (P55210 whole entry D23A/D198A/D206A): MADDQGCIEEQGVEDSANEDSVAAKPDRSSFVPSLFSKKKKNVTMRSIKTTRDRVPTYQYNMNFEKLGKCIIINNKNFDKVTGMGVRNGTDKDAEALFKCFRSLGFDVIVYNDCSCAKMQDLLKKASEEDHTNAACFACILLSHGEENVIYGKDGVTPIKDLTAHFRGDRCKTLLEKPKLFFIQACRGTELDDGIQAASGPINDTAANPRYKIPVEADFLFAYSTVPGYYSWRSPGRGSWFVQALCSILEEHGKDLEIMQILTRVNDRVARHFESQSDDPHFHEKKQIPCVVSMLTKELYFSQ
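Material: Procaspase-7 triple mutant (PC-7 D3A) | Quantity: 2 µM procaspase-7 mutant as dispensed | Reagent: DEVD-pNA substrate | Times: 1 h preincubation, 2 h reaction | Technique: 405 nm absorbance of p-nitroaniline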
PP1 counter: PP1-alpha phosphatase inhibitors, primary screen, counter-screen for PP5 inhibitor project, biochemical, fluorescence, OMFP substrate, single point; AID 2235, 2010; Serine/threonine-protein phosphatase PP1-alpha catalytic subunit (Homo sapiens), P62136; inhibition, % at 6.7 µM; purified PP1alpha; 320,000 tested, 0.9% active;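 active means inhibition above the mean inhibition of all tested compounds plus 3 SD, computed separately for each screening campaign, cut at about 15% in these data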
proCasp3 act: activators of human procaspase-3 D3A mutant, primary screen, biochemical, absorbance, PC-3 D3A mutant, single concentration; recombinant procaspase-3 D3A, Ac-DEVD-pNA absorbance 405 nm; activation, % at 8.5 µM; 330,000 tested, 0.11% active; Caspase-3 (Homo sapiens), P42574;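 active means activation above the mean of all tested compounds plus 3 SD, cut at about 21% in these data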;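 further: 0% = DMSO alone and 100% = DMSO wells spiked with extra 5 µM PC-3 D3A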
Target sequence (P42574 whole entry D9A/D28A/D175A): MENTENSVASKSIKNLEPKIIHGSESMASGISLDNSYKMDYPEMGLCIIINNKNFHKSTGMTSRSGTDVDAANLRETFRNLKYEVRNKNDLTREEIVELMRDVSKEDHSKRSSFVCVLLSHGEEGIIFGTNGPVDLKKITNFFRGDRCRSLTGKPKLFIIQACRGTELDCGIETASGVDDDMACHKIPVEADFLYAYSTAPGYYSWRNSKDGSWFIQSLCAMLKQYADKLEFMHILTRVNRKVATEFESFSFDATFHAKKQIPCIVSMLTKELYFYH
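Compound: 8.5 µM single point, 0.8% DMSO / Material: Autoprocessing-dead procaspase-3 D3A mutant enzyme / Timing: 1 h preincubation plus 2 h reaction at 25 °C / Medium: Zinc-free HEPES/NaCl buffer with 0.01% Triton X-100 at pH 7.4 / Technique: 405 nm absorbance of p-nitroaniline, reads at 0 and 120 min / Repeats: one well per compound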
GASC-1 inh: inhibitors of GASC-1 histone demethylase, primary screen, biochemical, fluorescence, DELFIA europium; Lysine-specific demethylase 4C (Homo sapiens), Q9H3R0; GST-JMJD2C(1-420) H3K9me3 demethylation; inhibition, % at 2.35 µM; 330,000 tested, 0.069% active;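 active means more than half of a compound's replicate wells show inhibition beyond 50%, single wells judged on their own value; inconclusive means some, but no more than half, of replicates pass 50% inhibition; inactive means no replicate passes 50% inhibition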;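 further: signal counts dimethyl H3K9 product captured on neutravidin plate; 0% = median of DMSO wells and 100% = 0.3 times that DMSO median; strong numbers were not always called active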
Target sequence (Q9H3R0 1-420 limits assumed): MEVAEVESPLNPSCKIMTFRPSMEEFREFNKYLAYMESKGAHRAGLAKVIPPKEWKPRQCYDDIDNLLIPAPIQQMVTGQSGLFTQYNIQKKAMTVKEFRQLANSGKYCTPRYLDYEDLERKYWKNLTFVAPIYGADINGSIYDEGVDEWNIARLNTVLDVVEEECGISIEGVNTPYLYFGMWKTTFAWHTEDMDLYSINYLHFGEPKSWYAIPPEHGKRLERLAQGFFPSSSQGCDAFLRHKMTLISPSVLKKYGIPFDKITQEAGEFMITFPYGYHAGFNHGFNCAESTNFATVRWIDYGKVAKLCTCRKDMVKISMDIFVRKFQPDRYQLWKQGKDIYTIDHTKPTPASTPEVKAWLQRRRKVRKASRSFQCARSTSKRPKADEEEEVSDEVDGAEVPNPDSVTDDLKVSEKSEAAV
PP5 inh: PP5 phosphatase inhibitors, primary screen, biochemical, fluorescence; 320,000 tested, 0.18% active; inhibition, % at 6.7 µM; AID 1987, 2009; purified PP5c, OMFP substrate fluorescence;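 active means inhibition above the campaign's mean inhibition across all tested compounds plus 3 SD, cut at about 9.5% in these data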;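 further: 0% = DMSO only and 100% = 100 µM cantharidin control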
Efflux pump inh: inhibitors of Candida efflux pumps in yeast, primary screen, S. cerevisiae, Nile Red, multiplex; S. cerevisiae Candida pump triplex; inhibition, % at 10 µM; 330,000 tested, 0.44% active; AID 485275, 2010;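 active means plate passing quality check with inhibition over a set limit, or well fluorescence over plate mean plus 4 SD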;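 further: Nile Red retained in pooled yeast measured as flow cytometry median fluorescence; 0% = buffer negative control and 100% = Enniatin B positive control; higher means more Nile Red kept so more efflux inhibition; some compounds called inactive have numbers as strong as hits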
core dimer inh: inhibitors of HCV core protein dimerization, primary screen, biochemical, TR-FRET, high-throughput. TR-FRET GST/Flag-core106 dimerization, 1536-well. inhibition, % at 5 µM. 300,000 tested, 0.33% active. AID 1899, 2009;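 active means inhibition above the mean of all tested compounds plus 3 SD, set per screening campaign, cut at about 45% in these data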
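System: GST-tagged and Flag-tagged HCV core protein residues 1-106 / Input: core106 proteins, GST 13.5 nM and Flag 17 nM / Buffer or medium: KF-containing HEPES buffer, pH 7.45, DTT, CHAPS, BSA / Probe or stimulus: Eu-anti-GST and XL665-anti-Flag labelled anti-tag antibodies / Schedule: 4 h, 22.5 °C incubation / Technique: TR-FRET 671 and 617 nm emission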
Active calls of the source: *; ? = inconclusive; . = not tested or not shown; & = joins results of further samples.

SMILES	TPT1 inh	CTSL1 counter	proCasp7 act	PP1 counter	proCasp3 act	GASC-1 inh	PP5 inh	Efflux pump inh	core dimer inh
CCOC(=O)CSc1nc2cc(C(=O)NCc3ccco3)ccc2c(=O)n1C1CCCCC1	0	-3	1	-9	-6	-19&-9	0.5	0.1	2
COc1ccc(Nc2nc(N3CCCC3)c3ccccc3n2)cc1	4	0	8	12	3	-6	4.2	0.1	-15
CN(Cc1ccccc1)C(=O)c1ccc(NC(=O)Cc2cccc(NC(=O)C3CCCN(C(=O)C4CCCCC4)C3)c2)cc1 (stereo unspecified)	.	.	2	7	-6	1	0.6	0.1	.
CC(=O)c1c(C)nc2ccc(Br)cc2c1C(=O)O	-1	1	1	-3	3	5	3.0	0.0	2
O=C(Cc1ccsc1)Nc1cc(F)ccc1F	-2	-3	-2	3	3	-5	2.4	0.2	-4
COc1cccc(/C=C2\SC(=S)NC2=O)c1OS(=O)(=O)c1ccc(NC(C)=O)cc1	3	2	-8	3	-3	5	2.9	0.0	-1
COCCN(CCOC)S(=O)(=O)c1ccc(C(=O)Nc2nc3c(s2)CCc2ccccc2-3)cc1	6	-5	8	23*	-3	-6	0.6	0.5	-1
CCOC(=O)C1(CC2CCCCO2)CCN(S(=O)(=O)c2cc(C)cs2)CC1 (stereo unspecified)	0	0	9	6	4	4	-1.6	0.1	1
COc1ccc(N2CCN(C3CCCN(C(=O)CN4CCOC4=O)C3)CC2)cc1 (stereo unspecified)	-4	-3	5	0	1	5	1.6	0.0	2
CCCCNCc1cc(Br)c(OCc2cccs2)c(OC)c1	-2	-6	12	-4	-3	-5	-1.1	-0.3	-8
O=C1CC(NC2CCN(C(=O)c3cccc(F)c3)CC2)C(=O)N1 (stereo unspecified)	-1	8	-41	0	-22	5	0.1	0.0	5
Clc1ncn(CCOc2ccccc2)c1Cl	3	0	-3	-1	5	-1	-0.6	0.1	-2
CCCc1cc(=O)[nH]c(SCC(=O)c2cc(C)n(CC3CCCO3)c2C)n1 (stereo unspecified)	.	.	-8	.	1	-8	.	0.0	.
CCC[N+](CC#Cc1ccccc1)(CCC)CC(=O)c1ccc(Cl)cc1	-7	3	-7	-2	3	1	-0.4	0.0	-9
COc1cccc(C(=O)Nc2ccc(S(=O)(=O)NCc3ccco3)cc2)c1	-1	-2	15	-1	8	4	4.3	-0.1	-6
Cc1ccnc(NS(=O)(=O)c2ccc(NC(=O)/C=C/c3ccccc3)cc2)n1	-1	3	13	0	11	8	0.5	0.2	3
COc1cc(C2C(C#N)=C(N)Oc3cc(C)oc(=O)c32)cc(OC)c1OC (stereo unspecified)	1	3	0	-3	8	-8	-0.9	0.0	1
CCc1ccc(C(=O)Cn2cnc3cc([N+](=O)[O-])ccc3c2=O)cc1	3	0	7	8	-4	1	-1.4	0.0	13
COC(=O)c1[nH]c2ccc(Cl)cc2c1NC(=O)CCN1CCOCC1	2	1	-8	-2	5	-1	0.6	-0.1	4
Cc1ccc(O/C=C2\OC(=O)c3ccccc32)cc1	-2	2	8	2	1	-4	0.6	0.0	3

Next section; the last 2 above are carried over.
SMILES	TPT1 inh	CTSL1 counter	proCasp7 act	PP1 counter	proCasp3 act	GASC-1 inh	PP5 inh	Efflux pump inh	core dimer inh
COC(=O)c1[nH]c2ccc(Cl)cc2c1NC(=O)CCN1CCOCC1	2	1	-8	-2	5	-1	0.6	-0.1	4
Cc1ccc(O/C=C2\OC(=O)c3ccccc32)cc1	-2	2	8	2	1	-4	0.6	0.0	3
Cc1cccc(C(=O)N2CCN(c3ccc([N+](=O)[O-])c(NCc4ccco4)c3)CC2)c1	4	6	-38	7	-8	-5	4.7	0.0	26
Cc1ccccc1NC(=O)COc1ccccc1C	-1	0	3	0	4	1	3.7	0.1	0
Cc1cc(Cl)c(S(=O)(=O)N2CCCC2)cc1OCC(N)=O	-1	1	5	1	0	35	0.6	0.0	3
Cc1c(CCC(=O)N[C@@H](C)C(=O)O)c(=O)oc2c(C)c3oc4c(c3cc12)CCCC4	-1	1	7	2	-3	5	1.2	0.0	-2
O=C(/C=C/c1ccccc1)Nc1nnc(SCC(=O)c2ccc3ccccc3c2)s1	6	-1	3	3	-8	.	-3.3	-0.2	17
COc1ccc(N2C(=O)c3ccccc3NC2c2ccc(OC)c(Cn3cc([N+](=O)[O-])cn3)c2)cc1 (stereo unspecified)	0	1	4	-1	12	-1	2.0	-0.2	7
CC1CC(=O)Nc2ccccc2N1C(=O)CSc1ccc2ccccc2n1 (stereo unspecified)	.	.	-5	.	1	-5	.	0.2	.
COc1ccc(C(C(=O)NC2CCCC2)N(Cc2ccc(F)cc2)C(=O)c2ccn[nH]2)cc1OC (stereo unspecified)	-3	1	1	-3	8	-1	-0.7	-0.1	-2
COc1ccc(-n2c(C)cc(/C=C/c3nc(O)c([N+](=O)[O-])c(=O)[nH]3)c2C)cc1	3	4	-7	3	-7	1	0.4	0.0	20
CCC(C)(C)n1nnnc1C(c1ccccc1F)N1CCC(C(N)=O)CC1 (stereo unspecified)	2	0	1	-1	0	-38	-1.8	0.4	9

Overlap with the part before: 4 compounds, followed by the next part.
SMILES	TPT1 inh	CTSL1 counter	proCasp7 act	PP1 counter	proCasp3 act	GASC-1 inh	PP5 inh	Efflux pump inh	core dimer inh
CC1CC(=O)Nc2ccccc2N1C(=O)CSc1ccc2ccccc2n1 (stereo unspecified)	.	.	-5	.	1	-5	.	0.2	.
COc1ccc(C(C(=O)NC2CCCC2)N(Cc2ccc(F)cc2)C(=O)c2ccn[nH]2)cc1OC (stereo unspecified)	-3	1	1	-3	8	-1	-0.7	-0.1	-2
COc1ccc(-n2c(C)cc(/C=C/c3nc(O)c([N+](=O)[O-])c(=O)[nH]3)c2C)cc1	3	4	-7	3	-7	1	0.4	0.0	20
CCC(C)(C)n1nnnc1C(c1ccccc1F)N1CCC(C(N)=O)CC1 (stereo unspecified)	2	0	1	-1	0	-38	-1.8	0.4	9
COc1ccc(-c2cc(=O)oc3cc(OCC(=O)NCc4ccccn4)ccc23)cc1	3	4	-6	5	-5	13	-1.4	0.1	-5
O=C(Cc1cccs1)Nc1nnc(Cc2ccccc2)s1	9	-4	-10	3	2	47	-0.4	-0.1	83*
Cc1ccc(CCNC(=O)C2CCC(CNc3c(N4CCCC4)c(=O)c3=O)CC2)cc1 (stereo unspecified)	0	-5	-2	1	7	-2	2.0	-0.2	0
O=C(CN1C(=O)c2ccccc2C1=O)Nc1ccccc1C(=O)NC1CCCCCC1	-2	0	16	1	-2	3	2.3	-0.1	6
CS(=O)(=O)c1ccc(Cl)c(NC(=O)C2CC(=O)N(Cc3ccco3)C2)c1 (stereo unspecified)	-3	-1	4	13	-10	-9	-0.9	-0.1	-8
CC(C)Oc1c(N2CCOCC2)c(=O)c1=O	-1	-2	0	-5	-2	3	3.3	0.3	-5
O=C(Oc1ccccc1C(=O)Oc1ccccc1)c1ccco1	-3	3	-3	2	-6	?	3.0	0.4	1
Cc1ccccc1-c1nc(CS(=O)CC(=O)NCc2ccccc2)c(C)o1 (stereo unspecified)	-1	-8	3	0	5	3	1.2	0.0	7
CCOc1ccc(-c2ncncc2-c2ccc(OC)c(OC)c2)c(O)c1	3	-1	-2	-1	1	?	1.1	-0.2	6
COc1ccc(-c2[nH]c(-c3ccccc3)nc2SCC(=O)NC2CCCC2)cc1	-1	1	5	3	6	12	3.5	0.0	-6

Fetched by structure from above, three records:
SMILES	TPT1 inh	CTSL1 counter	proCasp7 act	PP1 counter	proCasp3 act	GASC-1 inh	PP5 inh	Efflux pump inh	core dimer inh
Cc1ccc(CCNC(=O)C2CCC(CNc3c(N4CCCC4)c(=O)c3=O)CC2)cc1 (stereo unspecified)	0	-5	-2	1	7	-2	2.0	-0.2	0
CCOc1ccc(-c2ncncc2-c2ccc(OC)c(OC)c2)c(O)c1	3	-1	-2	-1	1	?	1.1	-0.2	6
Cc1ccccc1-c1nc(CS(=O)CC(=O)NCc2ccccc2)c(C)o1 (stereo unspecified)	-1	-8	3	0	5	3	1.2	0.0	7

Further results.
SMILES	TPT1 inh	CTSL1 counter	proCasp7 act	PP1 counter	proCasp3 act	GASC-1 inh	PP5 inh	Efflux pump inh	core dimer inh
Cc1ccc2[nH]cc(CCNC(=O)c3cccnc3)c2c1	0	2	0	2	6	-1	2.1	-0.2	-3
O=C(c1ccco1)N1CCN(C(=O)c2cc(=O)[nH]c3ccccc23)CC1	.	.	10	-2	2	8	-2.2	0.2	.
CC(C)(Cc1ccccc1)/[N+]([O-])=C\c1ccc(C(F)(F)F)cc1	3	0	-1	2	3	-2	1.0	0.1	-8
Cc1cc2cc(CNC(=O)c3ccc(S(=O)(=O)N4CCCC4)cc3)ccc2n1C	0	4	5	1	7	3	5.0	0.0	-11
CCn1cc(S(=O)(=O)Nc2ccccc2C(F)(F)F)cn1	-2	-1	-8	-3	3	-3	-2.0	0.1	5
CCN(C(=O)CSc1n[nH]c(N)n1)c1cccc2ccccc12	.	.	1	.	8	8	.	-0.1	.
CCOc1ccc(Nc2nc(N)nc(CN(C)C3CCCCC3)n2)cc1	-2	2	1	2	3	-35	3.1	0.4	-3
CN(CC(=O)Nc1ccccc1C(F)(F)F)C(=O)CSCc1ccc(Cl)c(Cl)c1	-2	2	2	-4	5	6	-2.7	-0.1	-1
O=C(O)C(NC(=O)c1ccccc1)=C(Cl)Cl	1	0	-2	-7	-5	-4	-5.5	0.2	-7
OC(COCCC12CC3CC(CC(C3)C1)C2)CN1CCCC1 (stereo unspecified)	-1	-2	-1	4	8	3	-2.2	-0.1	-3
CC/C(=N\NC(=O)CSCc1ccccc1Br)c1ccc2c(c1)OCCO2	2	1	-1	-1	-8	0	-1.2	0.2	10
CC1CC(C)CN(Cc2nc(N)nc(Nc3ccc4ccccc4c3)n2)C1 (stereo unspecified)	-3	0	-5	6	-7	-7	2.6	0.0	-3
O=C(CSCCO)Nc1cc(C(F)(F)F)ccc1Cl	-1	-3	1	-1	-4	5	1.9	-0.2	-1
